ALDH1A1 block = ALDH1A1 (human) enzyme inhibition | P00352 | Purified ALDH1A1, NADH fluorescence, propionaldehyde substrate | Potency, µM (top dose mostly 75.3 µM), without a hit: top-dose activity, negative = inhibition, most hits filed as inhibitors | actives 7.3% (n = 220,000); active means well fitted inhibition curve with a large enough effect, not every such curve was filed as active; inconclusive means small, poorly fitted or top-dose-only effect, or another doubt; inactive means no such curve, though single readings can be large or run the other way;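 further: plate controls were no enzyme wells and a reference inhibitor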
Target sequence (P00352 whole entry, looked up): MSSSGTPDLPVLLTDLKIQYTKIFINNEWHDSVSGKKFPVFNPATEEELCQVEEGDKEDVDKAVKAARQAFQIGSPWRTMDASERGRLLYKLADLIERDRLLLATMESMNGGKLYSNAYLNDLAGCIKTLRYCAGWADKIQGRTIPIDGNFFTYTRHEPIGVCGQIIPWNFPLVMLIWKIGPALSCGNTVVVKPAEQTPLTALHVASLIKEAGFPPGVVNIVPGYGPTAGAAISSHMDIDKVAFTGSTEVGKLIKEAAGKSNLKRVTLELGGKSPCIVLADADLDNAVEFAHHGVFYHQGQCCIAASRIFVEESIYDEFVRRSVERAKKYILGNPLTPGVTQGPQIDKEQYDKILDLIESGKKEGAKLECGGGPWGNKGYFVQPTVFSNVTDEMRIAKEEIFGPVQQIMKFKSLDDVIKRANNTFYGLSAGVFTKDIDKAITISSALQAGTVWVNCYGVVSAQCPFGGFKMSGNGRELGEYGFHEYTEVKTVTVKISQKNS
TRb SRC2 PPI = inhibitors of human thyroid hormone receptor beta-SRC2 interaction. P10828. TRbeta-SRC2 peptide binding, fluorescence polarization; receptor liganded with 1 µM T3. Potency, µM (series often up to 106 µM), for the others: top-dose activity change, negative = inhibition, actives largely listed as inhibitors. actives 0.065% (n = 280,000). AID 1469;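 further: plate controls were bound peptide for no effect and peptide without receptor for full effect; nearly all actives have a fitted effect of over 50% in size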
Target sequence (P10828 whole entry, looked up): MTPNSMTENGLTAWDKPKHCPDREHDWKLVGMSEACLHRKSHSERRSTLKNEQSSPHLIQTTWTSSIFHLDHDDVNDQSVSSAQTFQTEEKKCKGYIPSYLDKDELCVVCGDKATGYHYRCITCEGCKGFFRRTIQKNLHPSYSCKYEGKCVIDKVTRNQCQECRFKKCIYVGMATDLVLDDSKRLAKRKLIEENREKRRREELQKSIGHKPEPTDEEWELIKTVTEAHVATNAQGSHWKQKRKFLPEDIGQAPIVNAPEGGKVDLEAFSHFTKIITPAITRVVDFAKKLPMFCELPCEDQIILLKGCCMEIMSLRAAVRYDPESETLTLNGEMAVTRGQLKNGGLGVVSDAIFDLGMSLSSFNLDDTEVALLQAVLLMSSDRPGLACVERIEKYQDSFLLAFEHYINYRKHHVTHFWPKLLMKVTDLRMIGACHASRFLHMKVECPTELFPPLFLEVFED
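Read-out is fluorescence polarization (555 nm excitation, 632 nm emission) of a Texas Red SRC2 coactivator peptide; loss of signal reflects blocked binding to human TRb ligand-binding domain in the presence of 1 uM T3.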
L3MBTL1 block = inhibitors of human L3MBTL1; Q9Y468; AlphaScreen L3MBTL1–H3K9me1 peptide binding; Potency, µM (titrated, usually from 57.1 µM), for the others: at the top dose activity, negative = inhibition, most hits filed as inhibitors; actives 0.66% (n = 230,000); AID 485360; further: nearly all actives have a fitted effect of over 60% in size
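AlphaScreen proximity signal between nickel-chelate acceptor and streptavidin donor beads (final 10 ug/mL) reports binding of 50 nM L3MBTL1 to 75 nM biotin-H3 K9me1 peptide; complex incubated with compounds 30 min at room temperature; cefsulodin titration as control.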
Tau FP inhib = blocks human tau fibril formation measured by polarization; K18 P301L tau heparin fibrillization, Alexa594 FP, 6 h; Potency, µM (doses to about 57.7 µM), without a hit: top-dose activity, negative = inhibition, usual class: inhibitors; actives 0.39% (n = 280,000); AID 1468; further: nearly all actives have a fitted effect of over 55% in size
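Heparin (20 uM) drove fibril formation of recombinant tau K18 P301L, 15 uM unlabeled with 0.24 uM Alexa 594 label, for 6 hr at 37 C in 100 mM sodium acetate pH 7. Fluorescence polarization (555/632 nm) read 1 hr after 30 uM ThT.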
Tau fluor cs = counter-screen for tau fibril formation inhibitors | AID 1463 | tau K18 P301L Alexa594 fluorescence, heparin fibrillization | actives 0.93% (n = 280,000) | Potency, µM (series often up to 57.7 µM), for the others: at the highest dose activity change, negative = decrease; further: nearly all actives have a fitted effect of over 55% in size
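Human tau K18 P301L (15 uM unlabeled, 0.24 uM Alexa 594-labeled) in 100 mM sodium acetate pH 7 with 20 uM heparin, 6 hr at 37 C. ThT 30 uM added, 1 hr ambient; Alexa 594 FP and total fluorescence read at 555/632 nm.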
Tau ThT inhib = blocks human tau fibril formation measured by thioflavin T; actives 2.1% (n = 270,000); AID 1460; P10636; recombinant tau K18 P301L (four-repeat tau fragment), heparin-induced fibrillization, ThT fluorescence; Potency, µM (highest dose often 57.4 µM), inactives show top-dose activity, negative = inhibition, usual class: inhibitors; further: nearly all actives have a fitted effect of over 55% in size
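Heparin-induced fibrillization of the P301L-mutant K18 repeat-domain fragment of human tau was followed by ThT binding in quantitative high-throughput format.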
TexasRed fluor = alters Texas Red total fluorescence, flagging assay interference. TRb/SRC2 Texas Red total fluorescence interference. Potency, µM (doses to about 106 µM), for inactives: top-dose fluorescence change, negative = quenching. actives 0.29% (n = 280,000). AID 1479; active means well fitted curve in either direction with a large enough effect; inconclusive means small, poorly fitted or top-dose-only effect
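Human TRb ligand-binding domain at 0.6 uM with 20 nM Texas Red SRC2 peptide in Tris buffer containing 1 uM T3 and 5% DMSO, incubated with compound 5 h at ambient temperature. Total fluorescence (555/632 nm) calculated as parallel + 2 × perpendicular.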
GLA spleen mod = inhibitors or activators of human alpha-galactosidase in spleen homogenate. actives 0.008% (n = 240,000). Potency, µM (top dose mostly 80 µM), without a hit: top-dose activity change, negative = inhibition, hits mostly inhibitors. P06280. human spleen homogenate, 4MU-alpha-Gal fluorescence, 40 min;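 further: 0% = enzyme with vehicle and -100% = no enzyme basal signal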
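Human spleen homogenate (1 ug) was the enzyme source, with 4-methylumbelliferyl-alpha-D-galactopyranoside (1 mM final) in pH 5.0 citrate buffer with 0.01% Tween-20. Compounds were titrated; after 40 min at 37C, NaOH/glycine stop, 4-MU fluorescence read; AC50 from Hill fits.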
Starred values were filed as active, the others as inactive; u = inconclusive; x = not tested or not shown; [ ] = dose if it differs, or a comment. Unless noted, the call rests on the fitted dose curve; in most records, active means well fitted curve in the direction sought with a large enough effect; inconclusive means small, poorly fitted or top-dose-only effect, or another doubt; inactive means no such curve, though single readings can be large; an effect the other way counts as inactive or inconclusive. Unless noted, on the % scale 0 is the no-effect control and ±100 the full control effect; potency means the concentration at half of the fitted maximal effect.

1) Cc1ccc(-c2nc3scc(CCNC(=O)c4cccc(Br)c4)n3n2)cc1
2) OC1(c2cccc(C(F)(F)F)c2)CCN(c2ncnc3c2[nH]c2ccccc23)CC1
3) O=C(C1CCCN(S(=O)(=O)c2cccc3nsnc23)C1)N1CCc2ccccc2C1 (stereo unspecified)
4) CCCCOc1ncnc2c1[nH]c1ccc(C)cc12
5) COc1ccc(CCCc2n[nH]c(=S)o2)cc1C
6) Cc1ccc(Cl)cc1NC(=O)NC1COc2ccccc2C1 (stereo unspecified)
7) CC(C)(C)c1cc(NC(=O)COc2ccc(Br)cc2)n(-c2ccccc2)n1
8) CCOC(=O)C1CCN(C(=O)CSc2ccccc2)CC1

Screen / compound no.,1,2,3,4,5,6,7,8
ALDH1A1 block,x,u,u,-2%,8.9µM*,x,7%,u
TRb SRC2 PPI,1%,0%,-20%,-1%,-1%,1%,6%,3%
L3MBTL1 block,x,5%,-11%,5%,x,x,x,x
Tau FP inhib,-6%,2%,2%,-8%,2%,-7%,7%,-1%
Tau fluor cs,-23%,-6%,-17%,-21%,-9%,-8%,-15%,4%
Tau ThT inhib,-6%,-6%,-10%,-17%,u,4%,-7%,7%
TexasRed fluor,-5%,-1%,0%,2%,-2%,-7%,-1%,-2%
GLA spleen mod,x,5%,-4%,-1%,1%,x,3%,-8%

6 compounds picked at random from the list so far, as already listed:
1) Cc1ccc(-c2nc3scc(CCNC(=O)c4cccc(Br)c4)n3n2)cc1
8) CCOC(=O)C1CCN(C(=O)CSc2ccccc2)CC1
4) CCCCOc1ncnc2c1[nH]c1ccc(C)cc12
6) Cc1ccc(Cl)cc1NC(=O)NC1COc2ccccc2C1 (stereo unspecified)
7) CC(C)(C)c1cc(NC(=O)COc2ccc(Br)cc2)n(-c2ccccc2)n1
3) O=C(C1CCCN(S(=O)(=O)c2cccc3nsnc23)C1)N1CCc2ccccc2C1 (stereo unspecified)

Screen / compound no.,1,8,4,6,7,3
ALDH1A1 block,x,u,-2%,x,7%,u
TRb SRC2 PPI,1%,3%,-1%,1%,6%,-20%
L3MBTL1 block,x,x,5%,x,x,-11%
Tau FP inhib,-6%,-1%,-8%,-7%,7%,2%
Tau fluor cs,-23%,4%,-21%,-8%,-15%,-17%
Tau ThT inhib,-6%,7%,-17%,4%,-7%,-10%
TexasRed fluor,-5%,-2%,2%,-7%,-1%,0%
GLA spleen mod,x,-8%,-1%,x,3%,-4%

(listing goes on)
9) Cc1ccc(O)c(C2=Nc3ccccc3N=C(c3ccc([N+](=O)[O-])cc3)C2)c1
10) COc1ccc2cnn(-c3ccccc3C)c(=O)c2c1OC
11) CCN(C(=O)c1cnc(NC(C)C)cc1C(F)(F)F)c1ccc(Cl)cc1
12) CSc1ccccc1NC(=O)c1ccc(CN2CCOCC2)cc1
13) COc1ccc(CN(C(=O)CNC(=O)c2ccco2)C(C(=O)NC2CCCC2)c2ccco2)cc1 (stereo unspecified)
14) O=C(O)COc1ccccc1/C=C1\SC(=S)N(/N=C/c2ccccc2O)C1=O
15) Cc1ccc(Cn2ccc(NC(=O)c3cc(CC(C)C)on3)n2)cc1
16) CCOC(=O)Cn1cncc1-c1ccc([N+](=O)[O-])cc1

Screen / compound no.,9,10,11,12,13,14,15,16
ALDH1A1 block,8%,u,u,1%,0.4µM*,u,-7%,u
TRb SRC2 PPI,3%,0%,-8%,-5%,-4%,-8%,-6%,5%
L3MBTL1 block,-2%,0%,-5%,-14%,-3%[11.4 µM],-15%,17%,-9%
Tau FP inhib,15%,5%,7%,-2%,-3%,-5%,-6%,6%
Tau fluor cs,u,3%,-5%,1%,-12%,-5%,-15%,9%
Tau ThT inhib,u,-10%,-4%,2%,-22%,u,-16%,9%
TexasRed fluor,1%,-4%,-6%,-1%,-4%,-3%,2%,-4%
GLA spleen mod,9%,-3%,-12%,6%,0%,1%,2%,2%

17) CC(C)CNC1=C(C(=S)Nc2ccccc2)C(=O)CC(C)(C)C1
18) CN(Cc1ccc(OC(F)F)cc1)C(=O)c1ccc2nccnc2c1
19) Cc1ccccc1NC(=O)CC1c2ccccc2CC(C)(C)N1C (stereo unspecified)
20) Cc1ccc2c(CN3CCN(c4ccc(Cl)cc4)CC3)cc(=O)oc2c1
21) COc1cc(-c2nn3c(-c4cccc(C)c4)nnc3s2)cc(OC)c1OC
22) O=C(NC1CCC(O)CC1)c1ccc(-c2ccc([N+](=O)[O-])cc2)o1 (stereo unspecified)
23) CS(=O)(=O)N(CCc1ccccc1)CC(=O)NCc1ccccc1Cl
24) NC1=NN=C(N2N=C(c3ccc(Br)cc3)CC2(O)C(F)(F)F)n2ncnc2C1 (stereo unspecified)

Screen / compound no.,17,18,19,20,21,22,23,24
ALDH1A1 block,u,7%,u,x,6%,x,-3%,u
TRb SRC2 PPI,-1%,0%,-4%,3%,2%,10%,6%,0%
L3MBTL1 block,-2%,-4%,2%,x,x,x,7%,x
Tau FP inhib,-9%,-2%,u,2%,2%,9%,6%,-1%
Tau fluor cs,-15%,-11%,-27%,-6%,-2%,-19%,-16%,-10%
Tau ThT inhib,-6%,-14%,u,-6%,-10%,u,-7%,-9%
TexasRed fluor,4%,-5%,0%,0%,0%,-1%,-1%,0%
GLA spleen mod,7%,-2%,0%,x,5%,1%,4%,6%

25) CN(C)CCN1C(=O)C(=O)/C(=C(/O)c2ccc(F)cc2)C1c1ccccc1 (stereo unspecified)
26) c1ccc(-c2nc3ccccn3c2NCc2ccc3c(c2)OCO3)cc1
27) CCOC(=O)c1oc2ccccc2c1NC(=O)COc1cccc(OC)c1
28) O=C(Cn1cc(C(=O)C2CC2)c2ccccc21)NCc1ccc2c(c1)OCO2
29) CO[C@@H]1[C@@H](OC(N)=O)[C@@H](O)[C@H](Oc2ccc3c(O)c(NC(=O)c4ccc(O)c(CC=C(C)C)c4)c(=O)oc3c2C)OC1(C)C
30) CC1(C)CC(=O)c2cc(C(=O)NCc3ccco3)c(=O)n(-c3ccccc3)c2C1
31) COC(=O)c1cc2c(C(F)(F)F)nn(C)c2s1
32) Cc1cccc(NC(=O)c2cc(NC(=O)CCCC(=O)O)ccc2Cl)n1

Screen / compound no.,25,26,27,28,29,30,31,32
ALDH1A1 block,2%,u,u,-7%,3%,u,3%,0%
TRb SRC2 PPI,-10%,-4%,2%,1%,2%,3%,-1%,-10%
L3MBTL1 block,2%,-7%,12%,2%,x,7%[11.4 µM],1%,x
Tau FP inhib,-1%,15%,-14%,-3%,-10%,10%,4%,6%
Tau fluor cs,1%,u,0%,-4%,-17%,1%,-4%,-6%
Tau ThT inhib,1%,u,0%,-5%,-22%,7%,-5%,-9%
TexasRed fluor,-1%,-7%,2%,-1%,0%,0%,-7%,3%
GLA spleen mod,-13%,12%,-4%,5%,6%,-1%,-4%,0%

33) CCC(NC(=O)CCCc1ccccc1)c1ccccc1 (stereo unspecified)
34) CCOc1ccc(CC(=O)Nc2ccc(S(=O)(=O)Nc3cc(C)on3)cc2)cc1OCC
35) CC1CCCCC1NC(=O)CCCc1nc2ccccc2c(=O)[nH]1 (stereo unspecified)
36) O=C(Nc1nc2ccc(C(=O)N3CCCCC3)cc2s1)C1CCCCC1
37) O=C(/C=C/c1cccc([N+](=O)[O-])c1)N1CCN(c2ccccc2F)CC1
38) Cc1cccc(N2C(=O)CC(N3CCN(Cc4ccc(Cl)cc4)CC3)C2=O)c1 (stereo unspecified)
39) Cc1ccc(N(Cc2cccs2)C(=O)c2ccccc2)cc1
40) CCC(=O)N=c1ccn(C2=Nc3ccccc3NC2=C(C#N)C#N)cc1

Screen / compound no.,33,34,35,36,37,38,39,40
ALDH1A1 block,-4%,4%,-8%,0%,-7%,u,x,0%
TRb SRC2 PPI,4%,-21%,-4%,-2%,-5%,4%,-6%,1%
L3MBTL1 block,6%,0%,2%,-1%,-10%,x,x,-9%
Tau FP inhib,-8%,1%,-2%,-5%,12%,-5%,7%,-1%
Tau fluor cs,-10%,-7%,-6%,-17%,-6%,-11%,-2%,-2%
Tau ThT inhib,-5%,-10%,-9%,-16%,-4%,-2%,-13%,u
TexasRed fluor,-1%,-3%,-1%,0%,2%,-4%,-35%,-1%
GLA spleen mod,-11%,16%,-1%,6%,0%,6%,x,-3%

41) O=[N+]([O-])c1cc2c(cc1/C=N\NS(=O)(=O)c1ccccc1)OCO2
42) CCCCC1=CC2=C(c3ccco3)C(=O)C(C)(OC(=O)c3ccc(OC)cc3)C(=O)C2=CN1CCCOC(C)C (stereo unspecified)
43) CN(C)c1ccc(/C=N/N2CCN(c3ccccn3)CC2)cc1
44) COc1cc(CCCN2C(=O)C(=O)NC[C@@H]2Cc2ccc(O)cc2)cc(OC)c1OC
45) CN1C(=O)/C(=C/c2ccccc2OCc2cccc(F)c2)N(C)C1=S
46) O=C(c1ccccc1)N1CCN(c2ccc(NCc3ccc4c(c3)OCO4)cc2)CC1
47) Cc1nccc2oc(=O)c(NC(=O)c3ccc(Cl)cc3)cc12
48) O=C(N/N=C\c1ccc2c(c1)OCO2)c1ccco1
49) COc1ccc(Cl)cc1NC(=O)CN1C(=O)CSC1=O

Screen / compound no.,41,42,43,44,45,46,47,48,49
ALDH1A1 block,1.6µM*,u,x,x,-1%,u,4%,-4%,13%
TRb SRC2 PPI,-7%,-1%[11.2 µM],-7%,1%,1%,-13%,3%,-3%,2%
L3MBTL1 block,-1%,x,-18%,x,x,u,27%,-4%,6%
Tau FP inhib,u,-5%[11.6 µM],5%,3%,-4%,-1%,3%,5%,-1%
Tau fluor cs,-19%,-16%[11.6 µM],-27%,13%,-20%,-2%,-2%,0%,-3%
Tau ThT inhib,u,u,1.8µM*,5%,-16%,u,-8%,-7%,-5%
TexasRed fluor,-8%,-3%[11.2 µM],-4%,0%,-6%,-2%,6%,1%,3%
GLA spleen mod,-2%,-1%[17.5 µM],-2%,-1%,1%,-2%,-4%,-6%,7%
